FLuc counter: inhibits or activates purified firefly luciferase, miR-21 counter-screen | AID 588342 | Potency, µM (series often up to 57.5 µM), inactives show at the highest dose activity change, negative = inhibition, most hits filed as inhibitors | P08659 | 6.9% of 360,000 active | purified FLuc, Km substrates, luminescence inhibition;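 further: potency means the concentration at half of the fitted maximal effect; plate controls were vehicle for no effect and reference inhibitor for full effect; nearly all actives have a fitted effect of over 55% in size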
Target sequence (P08659 whole entry, looked up): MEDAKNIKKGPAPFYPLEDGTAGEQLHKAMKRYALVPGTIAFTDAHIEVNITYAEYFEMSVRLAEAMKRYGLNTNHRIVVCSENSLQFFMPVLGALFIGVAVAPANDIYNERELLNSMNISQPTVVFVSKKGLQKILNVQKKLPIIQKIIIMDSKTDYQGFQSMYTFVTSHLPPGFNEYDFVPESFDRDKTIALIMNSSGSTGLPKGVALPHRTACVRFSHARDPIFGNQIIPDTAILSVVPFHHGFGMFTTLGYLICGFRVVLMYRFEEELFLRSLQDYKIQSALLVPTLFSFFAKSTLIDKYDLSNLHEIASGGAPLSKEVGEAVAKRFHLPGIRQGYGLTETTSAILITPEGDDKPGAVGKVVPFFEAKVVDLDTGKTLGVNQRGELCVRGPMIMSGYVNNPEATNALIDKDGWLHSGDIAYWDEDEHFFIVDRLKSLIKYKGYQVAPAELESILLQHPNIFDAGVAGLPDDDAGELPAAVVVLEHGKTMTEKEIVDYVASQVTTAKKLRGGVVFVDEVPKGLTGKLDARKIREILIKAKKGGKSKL
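Purified P. pyralis luciferase (10nM final) with 10uM D-luciferin and 10uM ATP (Km levels) in 50mM Tris acetate pH 7.5, 10mM Mg acetate, 0.01% Tween-20, 0.05% BSA; qHTS 6-point titration, ~60 µM downward; luminescence read.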
Giardia kill: Giardia lamblia killing; Giardia lamblia trophozoite viability; AID 540267; activity change, % at 7.66 µM, hits read low; 0.15% of 340,000 active; in the data active means activity change below about -80%; inconclusive means between about -30% and that limit;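 further: parasites exposed to compound for two days anaerobically before the ATP read; on the % scale 0 is the no-effect control and ±100 the full control effect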
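Luminescence from cellular ATP indicates surviving trophozoites (100 cells/well) following 48 hrs anaerobic compound treatment at 37 deg C; signal develops 15-30 min at room temperature.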
FBPA coupling cs: coupling enzyme interference in Giardia aldolase counter-screen; activity change, negative = inhibition, % at 58.2 µM, hits read low; coupling enzyme system counterscreen, AmpLite Red fluorescence; 0.67% of 290,000 active; in the data active means activity change below about -30%; further: on the % scale 0 is the no-effect control and ±100 the full control effect
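First, compound is pin-transferred into glyceraldehyde-3-phosphate coupling-enzyme reagent at 57.5 uM final and held 10 min at RT. Next, substrate, coupling system and AmpLite Red are added. After 20 min RT, fluorescence (525/598 nm) is read.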
RORgamma inh: blocks mouse ROR gamma transcriptional activity; Potency, µM (series often up to 53.6 µM), for inactives: top-dose activity change, negative = inhibition, hits mostly inhibitors; Drosophila S2 Gal4-RORgamma UAS-luciferase reporter, 20 h; 5.4% of 310,000 active; P51450; further: potency means the concentration at half of the fitted maximal effect; on the % scale 0 is the no-effect control and ±100 the full control effect; nearly all actives have a fitted effect of over 60% in size
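Read-out: Photinus luciferase luminescence; inhibitors lower reporter signal. Insect Schneider cells with Gal4-ROR gamma fusion under metallothionein promoter, UAS reporter; 700 uM final copper sulfate induction, 20 hr, ambient temperature.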
NPC1 prom act: NPC1 promoter activation; 2.4% of 320,000 active; Huh7 NPC1 promoter luciferase reporter, 24 h; Potency, µM (highest dose often 9.22 µM), for inactives: top-dose activation, most hits filed as activators;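 further: potency means the concentration at half of the fitted maximal effect; % of control where 0% means no effect; nearly all actives have a fitted effect of over 60% in size; reporter is driven by a mutant NPC1 promoter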
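Luminescence read-out of NPC1 promoter-driven luciferase in stably transfected Huh7 cells; compounds delivered in DMSO and left 24 h at 37C, 5% CO2, qHTS titration format.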
Tb PFK block: T. brucei PFK enzyme inhibition; O15648; T. brucei PFK, ADP-Glo luminescence; Potency, µM (highest dose often 57.5 µM), without a hit: at the top dose activity, negative = inhibition, hits mostly inhibitors; 0.17% of 330,000 active;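 further: potency means the concentration at half of the fitted maximal effect; 0% = uninhibited 1x PFK enzyme wells and -100% = no-enzyme wells; nearly all actives have a fitted effect of over 60% in size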
Target sequence (O15648 whole entry, looked up): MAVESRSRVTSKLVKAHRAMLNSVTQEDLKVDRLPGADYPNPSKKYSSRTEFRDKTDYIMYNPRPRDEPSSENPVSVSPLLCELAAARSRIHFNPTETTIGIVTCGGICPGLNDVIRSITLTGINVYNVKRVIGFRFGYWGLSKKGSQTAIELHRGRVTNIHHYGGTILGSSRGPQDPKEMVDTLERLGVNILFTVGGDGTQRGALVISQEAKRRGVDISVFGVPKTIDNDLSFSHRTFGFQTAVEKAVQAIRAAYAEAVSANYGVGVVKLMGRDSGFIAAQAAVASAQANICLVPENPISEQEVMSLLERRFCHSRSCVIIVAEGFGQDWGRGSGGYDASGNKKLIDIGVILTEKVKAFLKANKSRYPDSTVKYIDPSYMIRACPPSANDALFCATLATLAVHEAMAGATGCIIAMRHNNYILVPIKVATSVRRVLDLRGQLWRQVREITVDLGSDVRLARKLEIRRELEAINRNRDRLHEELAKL
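In TEA buffer at pH 8.0 with 5 mM MgCl2, enzyme (1.25 nM) converted F6P (0.5 mM) and ATP (0.1 mM) for 45 min at room temperature. ADP product was read by luciferase luminescence.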
VP16 counter: Gal4-VP16 reporter inhibition counter-screen. Drosophila S2 Gal4-VP16 UAS-luciferase, luminescence, 20 h. Potency, µM (series often up to 53.6 µM), for the others: at the highest dose activity, negative = inhibition, hits mostly inhibitors. 3.5% of 310,000 active. AID 2546;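 further: Gal4-VP16 expression switched on by copper sulfate through the metallothionein promoter; potency means the concentration at half of the fitted maximal effect; on the % scale 0 is the no-effect control and ±100 the full control effect; nearly all actives have a fitted effect of over 50% in size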
uPA surface inh: inhibitors of cell surface uPA generation | cell surface uPA generation assay, qHTS | Potency, µM (titrated, usually from 38.3 µM), for inactives: at the highest dose activity change, negative = inhibition, usual class: inhibitors | 0.31% of 330,000 active | AID 540303; active means well fitted inhibition curve with a large enough effect; inconclusive means small, poorly fitted or top-dose-only effect; inactive means no such curve, though single readings can be large or run the other way; tested in mouse RAW 264.7 cells; further: potency means the concentration at half of the fitted maximal effect; on the % scale 0 is the no-effect control and ±100 the full control effect; nearly all actives have a fitted effect of over 55% in size
ELG1 genotox: inducers of genotoxicity in HEK293T ELG1-luciferase cells; HEK293T ELG1-luciferase reporter, luminescence, 16 h; 1.3% of 330,000 active; Potency, µM (titrated, usually from 46 µM), for inactives: at the highest dose activity change, positive = activation, actives largely listed as activators; further: potency means the concentration at half of the fitted maximal effect; % of control where 0% means no effect; nearly all actives have a fitted effect of over 60% in size
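Genotoxicity was scored as increased ELG1-luciferase reporter signal, measured by ONE-Glo luminescence (30 min, room temperature). Compound or vehicle exposure of the HEK293T reporter cells lasted 16 hr at 37°C.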
KCNH2 3.1 block: inhibitors of human KCNH2 3.1 potassium channel isoform; 0.95% of 340,000 active; U2OS KCNH2 3.1, thallium flux FluxOr; active compounds read low; activity change, % (tested at about 1.8 µM); AID 720553;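 active means maximum activity change below -70%; inconclusive means maximum activity change from -70% to -50%; inactive means maximum activity change above -50%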;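 further: thallium influx rate constant from kinetic fluorescence after stimulation buffer; on the % scale 0 is the no-effect control and ±100 the full control effect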
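Kinetic fluorescence (2 min after stimulation buffer) measures Tl+ influx through KCNH2 3.1 expressed by viral transduction in U2OS cells; the rate constant is normalized against DMSO controls serving as positive and negative references.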
Rab9 promoter act: activates the Rab9 promoter; Huh7 Rab9 promoter-luciferase reporter, luminescence, 24 h; Potency, µM (titrated, usually from 9.22 µM), for the others: top-dose activation, negative = inhibition, hits mostly activators; 2.8% of 320,000 active; AID 485297; further: potency means the concentration at half of the fitted maximal effect; % of control where 0% means no effect; nearly all actives have a fitted effect of over 60% in size
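Huh7 reporter line, Rab9 promoter upstream of luciferase. Compound exposure 24 h at 37 °C in reduced-serum medium with 10% FBS. Read-out: luminescence.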
Numbers without * were called inactive. Unless noted, the call rests on the fitted dose curve; in most records, active means well fitted curve in the direction sought with a large enough effect; inconclusive means small, poorly fitted or top-dose-only effect, or another doubt; inactive means no such curve, though single readings can be large; an effect the other way counts as inactive or inconclusive.

COc1cc(N)c(Cl)cc1C(=O)OCC(=O)NC(=O)NCc1ccco1 was read as Giardia kill -9.3, Tb PFK block 0.6%, uPA surface inh -2.1%, ELG1 genotox 3.8% and KCNH2 3.1 block 0.8.
CCOC(=O)C1CCN(C(=O)CNC(=O)c2nn(-c3ccc(OC)cc3)c(=O)c3ccccc23)CC1 was read as FLuc counter 2.69µM*, Giardia kill -16.3, FBPA coupling cs -0.3, RORgamma inh 10.9%, NPC1 prom act 23.9%, Tb PFK block -19.4%, VP16 counter -21.3%, uPA surface inh -10.4%, ELG1 genotox -3.1%, KCNH2 3.1 block 17.5 and Rab9 promoter act 26.1%.
For Cc1ccc(NC(=O)CCNS(=O)(=O)c2ccc(OC(F)(F)F)cc2)c(O)c1 the results were FLuc counter 0.8%, Giardia kill 2.2, RORgamma inh 14.1%, NPC1 prom act 2.5%, Tb PFK block 0.8%, VP16 counter -1.0%, uPA surface inh -1.2%, ELG1 genotox -6.9% and Rab9 promoter act -5.2%.
CN(C)[C@@H](CO)c1nnc([C@H](CCC(=O)O)NC(=O)C2CCNCC2)o1 was read as FLuc counter 3.4%, Giardia kill 2.5, FBPA coupling cs -2.5, RORgamma inh -7.1%, NPC1 prom act -0.4%, Tb PFK block 1.6%, VP16 counter -2.7%, uPA surface inh 9.2%, ELG1 genotox 0.5%, KCNH2 3.1 block 14.5 and Rab9 promoter act 4.6%.
`CN(c1ccccc1)S(=O)(=O)c1ccc(C(=O)OCC(=O)N2CCOCC2)cc1` gave FLuc counter 2.4%, Giardia kill 4.9, FBPA coupling cs 4.4, RORgamma inh -1.6%, NPC1 prom act -0.7%, Tb PFK block 0.1%, VP16 counter -5.6%, uPA surface inh 3.5%, ELG1 genotox 2.2%, KCNH2 3.1 block 14.5 and Rab9 promoter act -8.5%.
For CC(C)(C)c1ccc(-c2nc(O)c(CC(=O)O)s2)cc1 the results were FLuc counter 1.9µM*, FBPA coupling cs -2.1, RORgamma inh 10.5%, NPC1 prom act -2.1%, Tb PFK block 0.4%, VP16 counter -11.4%, ELG1 genotox 2.5% and Rab9 promoter act 17.2%.
`CCCCn1c(N)c(N(CC(C)C)C(=O)CC2OC(=O)c3ccccc32)c(=O)[nH]c1=O` (stereo not given) gave FLuc counter 1.7%, Giardia kill -3.4, NPC1 prom act -2.1%, Tb PFK block -1.2%, uPA surface inh 2.3%, ELG1 genotox 3.2%, KCNH2 3.1 block -10.9 and Rab9 promoter act -0.8%.
CCCCn1c(N)c(N(CCOC)C(=O)COc2c(C)cccc2C)c(=O)[nH]c1=O was read as FLuc counter 6.9%, Giardia kill 9.7, NPC1 prom act -3.7%, Tb PFK block -4.3%, uPA surface inh 2.6%, ELG1 genotox 7.2%, KCNH2 3.1 block 10.7 and Rab9 promoter act -0.2%.
`Cc1ccc(C)c(C(C)NC(=O)C2C3CCC(O3)C2C(=O)O)c1` (stereo not given) gave FLuc counter 6.3%, FBPA coupling cs 3.2, RORgamma inh -18.0%, NPC1 prom act -6.8%, Tb PFK block 0.2%, VP16 counter 2.2%, ELG1 genotox 14.5% and Rab9 promoter act 4.6%.
Screening Cc1cc(C)nc(CCNC(=O)C2CCC(=O)N(Cc3ccccc3F)C2)n1 (stereo not given) returned FLuc counter -6.7%, Giardia kill -8.8, RORgamma inh -4.0%, NPC1 prom act -1.0%, Tb PFK block 2.7%, VP16 counter 2.5%, uPA surface inh -6.6%, ELG1 genotox 3.6%, KCNH2 3.1 block -3.1 and Rab9 promoter act -5.2%.
`COc1ccc(CN2CCNC(=O)C2CC(=O)NCc2cccc(C)n2)c(OC)c1` (stereo not given) gave FLuc counter 3.9%, Giardia kill -18.7, FBPA coupling cs -8.9, RORgamma inh inconclusive, NPC1 prom act -0.4%, Tb PFK block 0.8%, VP16 counter -1.3%, uPA surface inh 1.7%, ELG1 genotox -0.4%, KCNH2 3.1 block -5.3 and Rab9 promoter act 0.2%.
`O=C(NC1CCCN(CCc2ccccc2)C1)c1c(F)cccc1F` (stereo not given) gave FLuc counter 0.8%, Giardia kill -2.0, FBPA coupling cs -1.0, RORgamma inh -12.8%, NPC1 prom act -1.8%, Tb PFK block -2.6%, VP16 counter 10.7%, uPA surface inh 5.5%, ELG1 genotox -0.2%, KCNH2 3.1 block -29.3 and Rab9 promoter act -2.5%.
Screening CCC(=O)c1ccc(SC(=O)N(C)C)cc1O returned FLuc counter -12.8%, Giardia kill -8.5, FBPA coupling cs -0.5, RORgamma inh 17.1%, NPC1 prom act 14.8%, Tb PFK block 1.5%, VP16 counter 23.4%, uPA surface inh -2.7%, ELG1 genotox 7.1%, KCNH2 3.1 block -21.5 and Rab9 promoter act 15.0%.
`Clc1ccccc1Cn1nnc2c(NCC3CC3)ncnc21` gave FLuc counter -0.8%, Giardia kill -13.0, FBPA coupling cs 1.7, RORgamma inh 5.5%, NPC1 prom act 1.0%, Tb PFK block 3.9%, VP16 counter -7.4%, uPA surface inh 3.4%, ELG1 genotox -7.6%, KCNH2 3.1 block 11.5 and Rab9 promoter act 10.3%.
Screening CC1CN(Cc2c(O)ccc3c2oc(=O)c2ccccc23)CC(C)O1 (stereo not given) returned FLuc counter -17.8%, Giardia kill 5.6, FBPA coupling cs -6.0, RORgamma inh -0.1%, NPC1 prom act -4.2%, Tb PFK block -0.5%, VP16 counter -1.3%, uPA surface inh -8.5%, ELG1 genotox -8.5%, KCNH2 3.1 block 3.8 and Rab9 promoter act -3.8%.
For CC(C)(C)Oc1ncc(Br)c(OC(C)(C)C)n1 the results were FLuc counter 0.4%, Giardia kill -2.5, FBPA coupling cs 1.0, RORgamma inh -29.7%, VP16 counter -6.1%, uPA surface inh -2.2% and KCNH2 3.1 block 14.5.
O=C1C=C(Nc2ccc(Cl)cc2)CC(c2ccc(Cl)cc2)C1 (stereo not given) was read as FLuc counter 10.7µM*, Giardia kill -14.3, FBPA coupling cs 1.0, RORgamma inh inconclusive, NPC1 prom act -2.9%, Tb PFK block 9.1%, VP16 counter -15.0%, uPA surface inh -25.4%, ELG1 genotox 8.6%, KCNH2 3.1 block -14.3 and Rab9 promoter act 0.5%.
Screening CC1CCCN(C(=O)c2ccc3c(c2NCCO)C(=O)c2ccccc2C3=O)C1 (stereo not given) returned FLuc counter -19.5%, Giardia kill -0.1, FBPA coupling cs -3.9, RORgamma inh -25.2%, NPC1 prom act 0.7%, Tb PFK block -6.6%, VP16 counter -23.3%, uPA surface inh -7.7%, ELG1 genotox -12.2%, KCNH2 3.1 block 3.6 and Rab9 promoter act -3.7%.
For CCN1C(=O)C(O)(C2COC(C)(C)CC2=O)c2ccccc21 (stereo not given) the results were FLuc counter 0.3%, Giardia kill 4.9, RORgamma inh -5.8%, NPC1 prom act 5.0%, Tb PFK block 1.2%, VP16 counter -5.7%, uPA surface inh -6.4%, ELG1 genotox 0.8%, KCNH2 3.1 block -2.0 and Rab9 promoter act -0.6%.
For C/C(=N\NC(=O)CSc1nnc(C)s1)c1ccc(Cl)cc1 the results were FLuc counter -3.3%, Giardia kill 7.0, FBPA coupling cs 3.6, RORgamma inh 12.8%, NPC1 prom act -1.8%, Tb PFK block -9.2%, VP16 counter 0.9%, uPA surface inh -4.4%, ELG1 genotox 1.1%, KCNH2 3.1 block 2.0 and Rab9 promoter act -1.7%.
For Cc1ccc(NC(=O)C(C)OC(=O)CCC2CCCCC2)cc1 (stereo not given) the results were FLuc counter 5.7%, Giardia kill 9.5, NPC1 prom act -9.0%, Tb PFK block -1.2%, uPA surface inh -6.4%, ELG1 genotox -1.4%, KCNH2 3.1 block 6.3 and Rab9 promoter act 0.0%.
Screening Nc1ccccc1SCC(=O)Nc1ccc2c(c1)OCO2 returned FLuc counter 1.6%, Giardia kill -0.4, RORgamma inh -1.8%, NPC1 prom act inconclusive, Tb PFK block 1.2%, VP16 counter 0.8%, uPA surface inh -26.6%, ELG1 genotox -0.4%, KCNH2 3.1 block -5.3 and Rab9 promoter act 3.98µM*.
For COc1cccc(NS(=O)(=O)c2ccc3c(c2)NC(=O)C(C)C(=O)N3)c1 (stereo not given) the results were FLuc counter 3.0%, Giardia kill 8.9, FBPA coupling cs 6.1, RORgamma inh -1.8%, NPC1 prom act -4.5%, Tb PFK block 0.4%, VP16 counter 2.5%, uPA surface inh 8.7%, ELG1 genotox -2.5%, KCNH2 3.1 block 31.1 and Rab9 promoter act 3.6%.
`COc1ccc(C(CNC(=O)COc2ccc(Br)cc2F)N2CCCC2)cc1` (stereo not given) gave FLuc counter 1.2%, Giardia kill 12.7, FBPA coupling cs 3.1, RORgamma inh 2.0%, NPC1 prom act -1.3%, Tb PFK block 1.5%, VP16 counter -0.9%, uPA surface inh -1.1%, ELG1 genotox -9.6%, KCNH2 3.1 block -11.4 and Rab9 promoter act -1.0%.

The order is random; any-hit rate near 14%.
